# GSK3beta inhib = inhibitors of human GSK3beta kinase; P49841; GST-GSK3beta kinase, ADP-Glo luminescence, 60 min; hits give low values; actives 0.038% (n = 300,000); activity score (negative = inhibition), % at 10 µM;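 active = more than half of replicate wells score below -50%, meaning over 50% inhibition versus plate controls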;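 note: 0% = median DMSO wells and -100% = median GW8510 positive control wells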
#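 Test system: GST-tagged human GSK3beta kinase, cell-free; evaluation: activity score scaled between in-plate DMSO and GW8510 controls; measured by: ADP-Glo luminescence; incubation: 60 min reaction, RT; benchmarks: DMSO and 20 µM GW8510; reagent: peptide substrate plus 25 µM ATP (final); medium: Tris/MgCl2 kinase buffer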
# RGS4 pot = potentiators or activators of RGS4; HEK293 M3R/inducible RGS4, carbachol calcium flux Fluo4; hits give low values; B-score at 10 µM; actives 0.92% (n = 310,000);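 active = B-score of the integrated calcium signal more than 4 SD below the library mean, with starting fluorescence not abnormally high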;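 note: negative B-score means reduced calcium response which marks RGS4 activation or potentiation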
#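 Material: M3R-expressing HEK293 line, RGS4 induced by doxycycline | Schedule: Overnight RGS4 induction, 30 min dye load 37 °C, 20 min compound RT | Measured by: Fluo4 fluorescence kinetic imaging of calcium | Read-out: Integrated calcium ratio converted to B score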
# GSK3A inh = human GSK-3 alpha kinase inhibition | ADP-Glo luminescence, 60 min | inhibition, % at 10 µM | actives 0.1% (n = 320,000) | AID 2650;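 in the data active = inhibition above about 50%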;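 note: GST-tagged GSK-3 alpha with peptide substrate and 25 µM ATP; 0% = DMSO neutral wells and 100% = GW8510 positive control wells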
# KCNQ1 pot = human KCNQ1 channel potentiation or activation. CHO-K1 KCNQ1, thallium flux FluxOR fluorescence; hits give high values. B-score at 10 µM. actives 0.35% (n = 310,000);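 active = fluorescence ratio B-score, a plate-corrected score, at least three library SD, with initial intensity B-score within 5 SD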
# Target sequence (P51787 whole entry, looked up): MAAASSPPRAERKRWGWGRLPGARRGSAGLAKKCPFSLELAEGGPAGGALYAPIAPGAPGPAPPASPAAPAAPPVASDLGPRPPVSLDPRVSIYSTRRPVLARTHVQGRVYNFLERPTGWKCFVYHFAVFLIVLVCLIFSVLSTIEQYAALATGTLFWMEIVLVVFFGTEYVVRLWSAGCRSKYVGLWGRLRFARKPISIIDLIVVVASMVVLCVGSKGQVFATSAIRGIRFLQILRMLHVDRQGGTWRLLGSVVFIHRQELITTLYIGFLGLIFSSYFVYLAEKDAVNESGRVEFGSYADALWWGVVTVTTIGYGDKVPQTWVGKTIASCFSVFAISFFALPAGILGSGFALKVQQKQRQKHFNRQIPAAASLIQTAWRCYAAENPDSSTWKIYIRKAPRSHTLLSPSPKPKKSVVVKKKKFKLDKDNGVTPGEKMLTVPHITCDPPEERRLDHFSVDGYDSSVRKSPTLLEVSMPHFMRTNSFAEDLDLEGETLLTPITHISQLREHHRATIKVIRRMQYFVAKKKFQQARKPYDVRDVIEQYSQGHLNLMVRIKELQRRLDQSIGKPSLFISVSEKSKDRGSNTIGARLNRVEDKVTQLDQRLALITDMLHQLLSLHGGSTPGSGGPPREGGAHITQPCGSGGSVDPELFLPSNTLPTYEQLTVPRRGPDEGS
#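 Assay system: CHO-K1 cells stably expressing KCNQ1. Medium: assay buffer for compound exposure, DMSO matched across wells. Timing: 37 °C overnight plating, 90-min dark dye load, 20-min compound pretreatment. Signal: kinetic FluxOR fluorescence, 10 s baseline plus 110 s post-stimulus.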
# DYRK1A inh = blocks rat Dyrk1A kinase activity; ADP-Glo luminescence, NFATc1 peptide; Q63470; inhibition, % at 12.5 µM; actives 0.43% (n = 310,000); in the data active = inhibition above about 50%;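 note: plate controls were vehicle with enzyme for no effect and no enzyme for full effect; many of its hits are not listed in these tables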
# HDAC3 inh = blocks human histone deacetylase 3; O15379; recombinant HDAC3, fluorogenic peptide/trypsin coupled, fluorescence; inhibition, % at 8.3 µM; actives 0.15% (n = 320,000); in the data active = inhibition above about 26%, passing the limit was not always enough
# Target sequence (O15379 whole entry, looked up): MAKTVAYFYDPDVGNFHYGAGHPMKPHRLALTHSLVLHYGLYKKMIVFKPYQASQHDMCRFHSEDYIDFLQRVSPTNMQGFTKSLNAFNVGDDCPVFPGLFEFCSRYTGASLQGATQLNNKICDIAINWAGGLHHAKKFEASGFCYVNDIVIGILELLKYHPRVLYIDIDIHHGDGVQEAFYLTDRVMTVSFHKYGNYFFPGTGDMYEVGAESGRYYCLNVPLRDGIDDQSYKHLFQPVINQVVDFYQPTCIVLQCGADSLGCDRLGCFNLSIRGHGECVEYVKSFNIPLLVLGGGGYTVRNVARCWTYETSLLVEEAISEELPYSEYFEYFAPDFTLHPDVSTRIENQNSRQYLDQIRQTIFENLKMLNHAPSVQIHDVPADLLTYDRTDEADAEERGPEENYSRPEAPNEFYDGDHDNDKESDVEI
# KCNK3 inh = human KCNK3 channel inhibition, primary screen; actives 0.84% (n = 340,000); CHO-KCNK3 thallium flux, FluxOR fluorescence; hits give low values; B-score at 10 µM;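 active = B-score under library mean minus 4 SD, starting fluorescence ratio at most library mean plus 5 SD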;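 note: more negative B-score means stronger inhibition of thallium flux through KCNK3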
# PolyA inhibitor = blocks polyadenylation in yeast reporter cells | actives 0.02% (n = 300,000) | S. cerevisiae SKY197-pL101 polyadenylation reporter, beta-gal luminescence; efflux-impaired pdr1/pdr3 knockout yeast; score 100 = 6 SD above DMSO | calls only at 12 µM;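 active = lowest replicate activity score at least 50, where 100 means six control SD above control mean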;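 note: yeast exposed to compound for 9 h at 30 °C; higher score means more reporter readthrough which indicates perturbed polyadenylation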
# KCNQ1 block = inhibitors of human KCNQ1 potassium channel; P51787; CHO-K1 KCNQ1, FluxOR thallium flux fluorescence; hits give high values; B-score at 10 µM; actives 1.3% (n = 310,000); AID 2642;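 active = compounds whose thallium flux B-score, printed positive for inhibition, exceeds three library SD while starting fluorescence stays within three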;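 note: channel opened by potassium depolarization with thallium stimulus after 20 min compound exposure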
# hERG rescue = hERG (human) protection from proarrhythmic block; Q12809; CHO-hERG, FluxOR thallium flux, dofetilide IC70 present; activation (rescue from dofetilide block), less the hit threshold, % at 10 µM; actives 0.51% (n = 310,000); AID 1511;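 active = activation above the mean of controls blocked by dofetilide plus 5 SD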;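 note: thallium influx through hERG after potassium depolarization seen as dye fluorescence rise; in these data hits start at about 4.7%; inactives centre near -7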
# KCNK9 inh = inhibitors of human KCNK9 two-pore domain potassium channel; HEK293 KCNK9, FluxOR thallium flux fluorescence; hits give low values; actives 1.2% (n = 310,000); AID 488922; B-score at 10 µM; Q9NPC2;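 active = ratio B-score over 3 SD below the library mean, with starting fluorescence within 5 SD of its mean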;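 note: negative B-score means less thallium flux so channel inhibition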
# Active calls of the source: *; i = inactive; nt = no result given. An excerpt; count on the stated rates, not on these rows.
# Fields: GSK3A inh	RGS4 pot	PolyA inhibitor	KCNQ1 pot	KCNQ1 block	DYRK1A inh	hERG rescue	KCNK9 inh	GSK3beta inhib	KCNK3 inh	HDAC3 inh
- CC(=O)OCC1CCCC2=C(C)C(=O)CCC21COC(C)=O (centres undefined)
    -1.3	i	i	i	i	5.4	-5.4	i	-2.7	i	-0.8
- COC(=O)C[C@H]1c2cc(C(F)(F)F)ccc2S(=O)(=O)N1Cc1ccccc1
    nt	i	i	i	i	-0.4	-11.2	i	-3.1	i	1.9
- CCN1CCN(c2nc(SC)nc3sc4c(c23)CC(C)(C)OC4)CC1
    nt	i	i	i	i	6.9	-4.9	i	-1.2	i	nt
- Cc1cc(C)n(-c2ccc(C(=O)NC3=NCCS3)cc2)n1
    -1.4	i	i	i	i	-0.7	-18.4	i	-2.7	i	-2.8
- CCCCOc1ccc(Cl)cc1CSc1nnc(CC)n1N
    -0.4	i	i	i	i	11.6	-12.4	i	0.6	i	1.2
- O=C(Cn1nc(Cl)nc1Cl)c1ccc([N+](=O)[O-])cc1
    -2.2	i	i	i	i	-3.2	-3.6	i	-0.6	i	-13.7
- COc1ccc(NC(=S)N2CCC(c3nc4ccc(Cl)cc4[nH]3)CC2)c(OC)c1
    2.1	i	i	i	i	-0.1	-4.5	i	-1.6	i	1.4
- CC12CCC(c3nnc(SCc4ccc(Cl)cc4)nc31)C2(C)C (centres undefined)
    nt	i	i	i	i	8.5	-6.5	i	0.9	i	0.8
- Clc1ccc2scc(CN3CCCC3)c2c1
    -0.1	i	i	i	i	0.5	-6.2	i	-6.1	i	-2.6
- CN(C)c1ccc(N2C(=O)CC(Sc3ccccc3C(=O)O)C2=O)cc1 (centres undefined)
    -1.4	i	i	i	i	0.8	-8.1	i	-0.1	i	-4.9
- O=C(NCCN1CCOCC1)c1ccc2c(c1)N(Cc1ccc(Cl)cc1)CCS2
    -2.5	i	i	i	i	1.5	-13.8	i	-1.9	i	-29.3
- CC1CN(c2nc(-c3ccccc3)nc3ccccc23)CC(C)O1 (centres undefined)
    -1.5	i	i	i	i	4.3	-8.3	i	-1.3	i	7.6
- Cc1ccccc1CNC(=O)CC1C(=O)NCCN1CC1CCCCC1 (centres undefined)
    -0.1	i	i	i	i	-2.5	-3.8	i	0.9	i	0.3
- CCCC(=O)Nc1ccc(C(=O)NNC(=O)c2cccc([N+](=O)[O-])c2)cc1
    0.3	i	i	i	i	-2.0	0.7	i	0.3	i	-7.3
- COc1ccc(S(=O)(=O)N2CCC(C)CC2)cc1Br
    3.4	i	i	i	i	3.4	-1.5	i	0.2	i	2.3
- Cc1nc(S/C(=C/c2ccc(OCc3ccc(C(=O)O)cc3)cc2)C(=O)O)n[nH]1
    1.1	i	i	i	i	nt	-14.5	i	4.6	i	5.1
- COc1c([N+](=O)[O-])c(=O)n(-c2ccccc2)c2ccccc12
    -1.2	i	i	i	i	1.3	-1.5	i	6.8	i	0.5
- COc1ccc(-c2csc(NC(=O)c3nc(-c4ccccc4)oc3C)n2)cc1
    0.0	i	i	i	i	3.5	-1.8	i	1.2	i	-4.4
- CCCN1C2CCCC1CC(NC(=O)c1cccc([N+](=O)[O-])c1)C2 (centres undefined)
    -0.9	i	i	i	i	3.9	-6.9	i	-5.5	i	nt
- CCCn1nc(C(=O)OCC(=O)NC(C)c2ccccc2)c2ccccc2c1=O (centres undefined)
    -5.7	i	i	i	i	-7.0	-12.8	i	2.5	i	-5.9

# (listing goes on)
# Fields: GSK3A inh	RGS4 pot	PolyA inhibitor	KCNQ1 pot	KCNQ1 block	DYRK1A inh	hERG rescue	KCNK9 inh	GSK3beta inhib	KCNK3 inh	HDAC3 inh
- COc1cc(CN2CCNC(=O)C2CC(=O)N(C)CCC2CCOCC2)cc(OC)c1 (centres undefined)
    -14.1	i	i	i	i	-2.2	-8.6	i	-0.4	i	6.0
- O=C(CC1C(=O)OCC2CCCCN21)Nc1ccccc1C(F)(F)F (centres undefined)
    -1.9	i	i	i	i	-4.3	-12.4	i	0.1	i	-0.6
- Cc1cc(N2C(=O)C(O)=C(C(=O)c3cccs3)C2c2ccccc2)no1 (centres undefined)
    -3.5	i	i	i	i	-8.5	3.6	i	4.1	i	0.1
- N#C/C(=C/c1cn(-c2ccccc2)nc1-c1cccc(OCc2ccccc2)c1)C(=O)NCCCn1ccnc1
    2.8	i	i	i	i	-4.1	-7.4	i	-1.5	i	0.5
- CC(=O)C1=C(C)Nc2ncnn2C1c1ccc(C)cc1 (centres undefined)
    1.7	i	i	i	i	-1.1	-2.4	i	-1.7	i	nt
- COc1ccccc1C(=O)NNc1ncc(C)s1
    1.0	i	i	i	i	-2.3	-6.0	i	-0.2	i	0.6
- Clc1ccc(NC2=NCCCCC2)cc1
    -0.9	i	i	i	i	-2.1	1.4	i	-2.6	i	-0.8
- COc1cccc(C(=O)NCCS(=O)(=O)NC(C)CCc2ccccc2)c1 (centres undefined)
    2.2	i	i	i	i	-1.4	-14.8	i	-1.5	i	8.3
- O=C(CSc1cn(CCNC(=O)c2ccccc2)c2ccccc12)NCc1ccco1
    -0.3	i	i	i	i	4.5	-17.3	i	-0.9	i	nt
- NC(=O)NC(=O)C(Nc1ccc2c(c1)CCC2)c1ccccc1 (centres undefined)
    -0.3	i	i	i	i	-6.6	-8.8	i	-3.2	i	-2.7
- Cc1ccnc(SCCn2c(N3CCCCC3)nc3c2c(=O)n(C)c(=O)n3C)n1
    0.5	i	i	i	i	3.5	-10.2	i	-0.9	i	8.2
- CCOC(=O)c1cc(C)sc1/N=C/C1=C(O)CCCC1=O
    0.3	i	i	i	i	-5.4	-2.0	i	0.5	i	3.7
- CC1CCN(C(=O)CSc2nnc(Cc3cccn3C)n2CCc2ccccc2)CC1
    -1.8	i	i	i	i	9.8	-12.9	i	-1.3	i	2.3
- CN(CCC#N)S(=O)(=O)c1cc2c3c(c1)CCN3C(=O)CC2
    -1.9	i	i	i	i	3.7	-6.5	i	1.4	i	-0.7
- CCOC(=O)NC(=O)c1cn(Nc2ccccc2C(F)(F)F)c(=O)[nH]c1=O
    -0.7	i	i	i	i	nt	-11.4	i	-4.6	i	-2.4
- CC(=O)Oc1c(I)cc(I)cc1C(=O)Nc1ccc(Cl)cc1
    -0.7	i	i	i	7*	22.9	-15.5	i	-5.8	-11*	-14.3
- Brc1ccc(OCCN2CCOCC2)cc1
    -3.8	i	i	i	i	1.4	-1.0	i	10.9	i	-2.0
- COC(=O)c1ccc(NC(=O)c2ccc3nc(C)sc3c2)cc1
    -0.1	i	i	i	i	-3.2	-1.8	i	-3.3	i	-1.4
- Cn1c(=O)c(=O)n(C)c2cc(S(=O)(=O)N3CCc4ccccc43)ccc21
    -1.7	i	i	i	i	-3.7	-20.3	i	1.2	i	10.3
- COc1ccccc1C(=O)N1CCN(Cc2nc(CC3CC3)no2)CC1
    -2.5	i	i	i	i	-3.2	-19.1	i	-0.5	i	1.8

# In the list so far, these contain a cyano group:
# Fields: GSK3A inh	RGS4 pot	PolyA inhibitor	KCNQ1 pot	KCNQ1 block	DYRK1A inh	hERG rescue	KCNK9 inh	GSK3beta inhib	KCNK3 inh	HDAC3 inh
- N#C/C(=C/c1cn(-c2ccccc2)nc1-c1cccc(OCc2ccccc2)c1)C(=O)NCCCn1ccnc1
    2.8	i	i	i	i	-4.1	-7.4	i	-1.5	i	0.5
- CN(CCC#N)S(=O)(=O)c1cc2c3c(c1)CCN3C(=O)CC2
    -1.9	i	i	i	i	3.7	-6.5	i	1.4	i	-0.7

# (more compounds)
# Fields: GSK3A inh	RGS4 pot	PolyA inhibitor	KCNQ1 pot	KCNQ1 block	DYRK1A inh	hERG rescue	KCNK9 inh	GSK3beta inhib	KCNK3 inh	HDAC3 inh
- O=C(COC(=O)c1ccccc1C(=O)N1CCN(c2ccc(F)cc2)CC1)NCc1ccccc1
    5.2	i	i	i	i	14.6	-15.1	i	1.9	i	4.4
- CCOP(=O)(OCC)c1nc(-c2cccc3ccccc23)oc1N1CCCCC1
    -0.1	i	i	i	i	nt	-36.3	i	-4.5	i	-151.2
- C=CCn1c(SCc2ccc(C#N)cc2)nnc1-c1cccc(OC)c1
    -6.1	i	i	i	i	-1.2	-6.3	i	-2.5	i	1.3
- CCCCC(NC(=O)c1ccc(Cl)cc1)C(=O)O (centres undefined)
    -0.1	i	i	i	i	-7.7	-5.0	i	6.2	i	-10.5
- CCCOc1ccc(CNC(=O)Cn2ncc3ccccc32)cc1
    3.0	i	i	i	i	-5.1	-3.9	i	2.0	i	8.3
- O=c1cc(NCCc2ccccc2)c2ccccc2o1
    -0.5	i	i	i	i	nt	-15.0	i	0.8	i	-0.6
- CCOC(=O)N1CCC(Nc2nc3ccccc3nc2NS(=O)(=O)c2ccc(Cl)cc2)CC1
    -3.5	i	i	i	i	nt	-13.8	i	8.0	i	9.2
- O=C(NNC(=O)c1cc2cc3ccccc3nc2s1)c1ccc(F)cc1
    -2.0	i	i	i	i	4.2	-7.5	i	-2.0	i	8.7
- O=C(CN1CCCCC1)N/N=C/c1ccc(Cl)cc1
    -3.4	i	i	i	i	-5.2	-9.7	i	0.8	i	-9.5
- CCOC(=O)C1CCN(Cc2ccc(-c3ccccc3)cc2)CC1
    3.0	i	i	i	i	nt	-9.8	i	-2.4	i	1.4
- Cc1cc(C(F)(F)F)nn1CC(=O)N1CCCC1
    -4.3	i	i	i	i	0.9	-7.1	i	-0.8	i	2.4
- Cc1ccc(C2c3c(oc4ccccc4c3=O)C(=O)N2c2nnc(C(C)C)s2)o1 (centres undefined)
    -2.0	i	i	i	i	3.1	-7.7	i	1.5	i	18.1
- CCCCN1CC[C@H]2C=CC[C@@H](C(=O)Nc3ccccc3)[C@H]2C1=O
    -0.6	i	i	i	i	-15.1	-6.7	i	0.6	i	4.4
- CCC(Sc1nc(C)cc(C)n1)C(=O)Nc1ccc(S(N)(=O)=O)cc1 (centres undefined)
    -3.1	i	i	i	i	9.0	-14.7	i	1.7	i	2.8
- C=CCNc1oc(-c2ccco2)nc1S(=O)(=O)c1ccccc1
    -1.5	i	i	i	i	nt	-15.2	i	0.5	i	3.1
- Cc1noc(NS(=O)(=O)c2ccc(NC(=O)CS(=O)(=O)c3ccccc3)cc2)c1C
    -3.8	i	i	i	i	5.3	-9.4	i	-0.1	i	2.4

# Screening data (PubChem)
